Source: PubChem BioAssay (National Center for Advancing Translational Sciences (NCATS))
Sm TGR inh: qHTS Assay for the Inhibitors of Schistosoma Mansoni Peroxiredoxins. Schistosoma mansoni thioredoxin glutathione reductase (TGR), Q962Y6. purified TGR, DTNB reduction, TNB absorbance 405 nm. Potency, µM (titrated, usually from 114 µM), for the others: top-dose activity change, negative = inhibition, most hits filed as inhibitors. actives 3% (n = 360,000); also: potency is read from the fitted curve at half-maximal effect; nearly all actives have a fitted effect of over 60% in size
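Kinetic colorimetric format: TGR-catalysed, NADPH-driven DTNB reduction monitored via TNB absorbance. Enzyme dispensed at 20 nM; compound exposure 15 min at room temperature before reaction start.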
HCMV inh: qHTS Assay for inhibitors of the human cytomegalovirus (HCMV); HFF cells, HCMV-luciferase reporter, 72 h; hits give low values; activity change, negative = inhibition, % at 57.5 µM; AID 1259415, 2018; actives 4.5% (n = 410,000); in the data active = activity change below about -60%; inconclusive = no clear call, values can overlap the other calls; inactive = above about -39%
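Screen run at 2 compound doses on HFFs infected with reporter HCMV, MOI 1 PFU/cell. Luciferase activity from cell lysates at 72 h post infection gave inhibition relative to buffer-only and Salinomycin wells.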
FBPA Giardia inh: qHTS Assay for Inhibitors of Fructose-1,6-bisphosphate Aldolase from Giardia Lamblia. A8B2U2. Potency, µM (doses to about 59.6 µM), without a hit: at the highest dose activity, negative = inhibition, most hits filed as inhibitors. AID 2451, 2010. actives 0.71% (n = 290,000). purified Giardia FBPA; also: potency is read from the fitted curve at half-maximal effect; nearly all actives have a fitted effect of over 55% in size
Target sequence (A8B2U2 whole entry, looked up): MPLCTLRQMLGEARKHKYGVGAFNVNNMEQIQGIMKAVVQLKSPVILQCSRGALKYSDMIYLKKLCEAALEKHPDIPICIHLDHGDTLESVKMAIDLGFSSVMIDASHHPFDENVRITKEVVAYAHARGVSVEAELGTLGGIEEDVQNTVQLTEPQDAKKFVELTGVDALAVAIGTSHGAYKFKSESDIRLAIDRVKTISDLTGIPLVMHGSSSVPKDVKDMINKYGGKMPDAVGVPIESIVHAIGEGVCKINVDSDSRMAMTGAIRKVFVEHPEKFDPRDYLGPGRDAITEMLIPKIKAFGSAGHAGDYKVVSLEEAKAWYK
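Giardia FBPA (40 nM reagent) was preincubated 10 min at RT with compound (up to 57.5 uM final), then substrate plus GAPDH/TPI/NAD/arsenate coupling system with diaphorase/resazurin was added; resorufin fluorescence (525/598 nm) was read after 20 min.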
HCV inh: qHTS Assay for Inhibitors of Hepatitis C Virus (HCV) | AID 651820, 2012 | actives 3.4% (n = 340,000) | Potency, µM (series often up to 41.8 µM), for inactives: at the top dose activity change, negative = inhibition, most hits filed as inhibitors | Huh7.5.1 HCVcc-Cre infection, luciferase reporter, 44 h; also: potency is read from the fitted curve at half-maximal effect
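Infectious HCV cell culture screen: compound-treated cells (1,000/well, pre-plated 4 h) are infected with HCVcc-Cre at roughly 0.5 moi and grown 44 h. Infection is quantified by luciferase signal after 15 min substrate incubation at room temperature.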
AmpC detergent: qHTS Inhibitors of AmpC Beta-Lactamase (assay with detergent) | AmpC hydrolysis of nitrocefin, absorbance 480 nm, 0.01% Triton | P00811 | actives 0.041% (n = 370,000) | Potency, µM (doses to about 114 µM), for the others: at the highest dose activity change, negative = inhibition, hits mostly inhibitors | AID 485294, 2010;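 also: potency is read from the fitted curve at half-maximal effect; 0% = no-compound wells and -100% = no-enzyme wells; nearly all actives have a fitted effect of over 25% in size; some results filed as inactive show a strong effect at the top dose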
Target sequence (P00811 whole entry, looked up): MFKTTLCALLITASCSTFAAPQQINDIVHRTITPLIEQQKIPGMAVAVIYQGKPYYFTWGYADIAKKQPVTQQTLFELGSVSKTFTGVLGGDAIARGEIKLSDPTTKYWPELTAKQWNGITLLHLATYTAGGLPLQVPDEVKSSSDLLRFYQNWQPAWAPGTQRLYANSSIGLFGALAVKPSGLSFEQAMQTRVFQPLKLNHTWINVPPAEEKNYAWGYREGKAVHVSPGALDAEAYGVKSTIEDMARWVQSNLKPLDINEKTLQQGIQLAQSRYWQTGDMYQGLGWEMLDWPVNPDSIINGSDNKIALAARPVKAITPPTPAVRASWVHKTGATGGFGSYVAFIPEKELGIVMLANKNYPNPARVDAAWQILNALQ
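AmpC (5.3 nM in the dispensed reagent) in 20 mM phosphate pH 7.0 with 0.01% (detergent screen) or 0.0001% Triton X-100 was preincubated with compounds for 15 min at room temperature. Nitrocefin was then added from an 800 uM solution, and hydrolysis was followed at 480 nm.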
AmpC inh no detg: qHTS Inhibitors of AmpC Beta-Lactamase (assay without detergent). AmpC nitrocefin hydrolysis, absorbance 480 nm, 0.0001% Triton. Potency, µM (top dose mostly 57.1 µM), without a hit: at the highest dose activity change, negative = inhibition, actives largely listed as inhibitors. actives 0.52% (n = 330,000). AID 485341, 2010;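 also: potency is read from the fitted curve at half-maximal effect; plate controls were no compound for no effect and no enzyme for full effect; nearly all actives have a fitted effect of over 20% in size; some results filed as inactive show a strong effect at the top dose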
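20 mM phosphate pH 7.0 + 0.01% (detergent screen) or 0.0001% Triton X-100; 5.3 nM AmpC reagent; cpd preinc 15 min RT; nitrocefin (800 uM stock) to start; A480 q20 s × 4 min; Activity was normalised to no-enzyme and no-compound control wells.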
The depositor's hits bear a star; ? = inconclusive; . = not tested or not shown; & = joins results of further samples; [ ] = remark or other dose. Unless noted, calls follow the shape of the dose curve; as a rule, active = well fitted curve in the direction sought with a large enough effect; inconclusive = small, poorly fitted or top-dose-only effect, or another doubt; inactive = no such curve, though single readings can be large; an effect the other way counts as inactive or inconclusive. Unless noted, % is scaled to controls: 0 for no effect and ±100 for the full control effect. Hits appear at their usual frequency; 9.9% or so of the library scored in one or more.

A first look:
SMILES | Sm TGR inh | HCMV inh | FBPA Giardia inh | HCV inh | AmpC detergent | AmpC inh no detg
COc1ccc(CCNS(=O)(=O)c2cc(C(=O)O)c(Cl)cc2Cl)cc1 | 2% | -5 | 8% | -3% | 10% | -2%
COc1ccc2cc(C(=O)C3CCCN(Cc4cnc(C)s4)C3)ccc2c1 (centres undefined) | 0% | -78* | -16% | 11µM* | 3% | 129%[activator]
CCc1ccc(CNC(=O)C2CCN(S(=O)(=O)N3CCCC3)CC2)cc1 | -31% | 0 | . | -8% | -4% | 27%
CCN1CCN(c2nc3ccccn3c(=O)c2C=O)CC1 | -20% | 38 | 4% | 12% | -5% | -18%
CCOc1ccc(-c2cc(C(=O)NCCc3ccc(OC)c(OC)c3)[nH]n2)cc1 | 2% | -10 | . | . | 0% | .

Results (from the top)
SMILES | Sm TGR inh | HCMV inh | FBPA Giardia inh | HCV inh | AmpC detergent | AmpC inh no detg
COc1ccc(CCNS(=O)(=O)c2cc(C(=O)O)c(Cl)cc2Cl)cc1 | 2% | -5 | 8% | -3% | 10% | -2%
COc1ccc2cc(C(=O)C3CCCN(Cc4cnc(C)s4)C3)ccc2c1 (centres undefined) | 0% | -78* | -16% | 11µM* | 3% | 129%[activator]
CCc1ccc(CNC(=O)C2CCN(S(=O)(=O)N3CCCC3)CC2)cc1 | -31% | 0 | . | -8% | -4% | 27%
CCN1CCN(c2nc3ccccn3c(=O)c2C=O)CC1 | -20% | 38 | 4% | 12% | -5% | -18%
CCOc1ccc(-c2cc(C(=O)NCCc3ccc(OC)c(OC)c3)[nH]n2)cc1 | 2% | -10 | . | . | 0% | .
c1ccc(-c2nn[nH]n2)nc1 | 0% | 32 | 7.9µM* | 13% | 2% | -3%
O=C(O)CSCC(=O)Nc1ccccn1 | -8% | 18 | 1% | 21% | 0% | -5%
Cc1ccc(Cn2cc3c(n2)-c2c(oc(C(=O)Nc4ccc(F)cc4F)c2C)CC3)cc1 | 7% | 8 | . | . | 0% | .
CCNC(=O)c1c(C)nc2ccccn12 | -1% | -12 | 14% | 12% | -2% | -13%
CC1=CC(=C2C(=O)NC(=S)NC2=O)C=C(C(F)(F)F)N1CCc1ccccc1 | . | . | 3% | . | -6% | -13%
CSc1nc2nc(C)cc(-c3ccccc3)n2n1 | -9% | -26 | 10% | 7.9µM* | -14% | -12%
O=C1CCC([N+](=O)[O-])C(c2ccc(Cl)cc2)N1 (centres undefined) | 33% | -7 | 7% | 12% | -16% | -15%
Cc1cccn2c(=O)c(C=NCc3ccco3)c(Nc3ccc(SC(F)F)cc3)nc12 | -20% | -3 | 2% | ? | -7% | -16%
c1ccc(-c2nnc(CN3CCN(c4ccccn4)CC3)o2)cc1 | -13% | 21 | . | . | 5% | .
Cc1ccn2cc(CNC(=O)c3ccc(Br)o3)nc2c1 | 7% | -7 | -5% | 6% | ? | -6%
O=C1NN(c2ccc(F)cc2)C(=O)/C1=C\C=C\c1ccco1 | ? | -30 | -1% | 6% | -11% | -21%
CCOc1ccc(C(=O)CN2CCN(S(=O)(=O)c3ccc(Br)cc3)CC2)cc1 | -24% | 4 | 1% | ? | -3% | -1%
Cc1ccc(C(NC(=O)Nc2ccccn2)C(Cl)(Cl)Cl)cc1F (centres undefined) | -3% | ? | 11% | 8% | -10% | -32%
CCC1CSC(=Nc2ccc(C)cc2)N1C(=O)CN1C(=O)NC2(CCCC2)C1=O (centres undefined) | 3% | 173 | -2% | . | -1% | 151%[activator]
CNCCCOc1ccc(Cl)cc1C(C)(C)C | . | -12 | ? | -28% | 2% | 46%
Cc1nnc(N2CCN(c3ccc(Cl)cc3)CC2)c2c1nnn2Cc1ccc(F)cc1 | 1% | 24 | . | . | 17% | .
CCNC(=O)c1ccc(CSc2ccc(Cl)cc2)cc1 | 3% | 45 | 7% | ? | ? | -16%
CCN(c1cccc(C)c1)S(=O)(=O)c1c(C)[nH]c(=O)[nH]c1=O | -22% | -17 | -13% | -1% | ? | -25%
Cn1c(CSc2nc3ccccc3s2)nc2ccccc21 | 0% | 96 | -17% | ? | 2% | -20%
COCCn1c(SCC(=O)Nc2ccc3c(c2)CCC3)nc2ccccc2c1=O | 3% | 6 | -1% | -9% | -5% | -17%

(list continues)
SMILES | Sm TGR inh | HCMV inh | FBPA Giardia inh | HCV inh | AmpC detergent | AmpC inh no detg
COc1ccc(CCNC(=O)CCCCn2c(=O)c3ccccc3n(Cc3cccc(C)c3)c2=O)cc1OC | -3% | -10 | . | . | 16% | .
Cc1ncoc1C(=O)N1CCc2c([nH]c3ccccc23)C1C(C)(C)C (centres undefined) | -11% | 96 | 1% | 11% | 6% | 137%[activator]
Cc1ccc(C)c(N2CCN(CCCNC(=O)Cn3cccc3C(=O)c3ccccc3C)CC2)c1 | -10% | -94* | -3% | 11µM* | -1% | 195%[activator]
O=C(/C=C/c1ccccc1)NNC(=O)c1cccc(Cl)c1 | 1% | 36 | 4% | -7% | -1% | -21%
Cn1ncc(Cl)c1C(=O)NCc1ccc(Cl)cc1 | 4% | -72* | 9% | ? | -10% | -4%
COc1cc(S(=O)(=O)N2CCCCC2)ccc1NC(=O)/C=C/c1ccccc1 | -9% | 3 | -5% | ? | -2% | -41%
COc1ccc2sc(N(Cc3cccnc3)C(=O)C3COc4ccccc4O3)nc2c1 (centres undefined) | -6% | ? | . | . | 1% | .
Cc1ccc(C)c(NC(=O)CSc2nc(=O)n(CCN(C)C)c3c2CCC3)c1 | -2% | -4 | . | . | 4% | .
O=C(O)C1CCC1C(=O)Nc1nc(-c2ccc(Cl)s2)cs1 (centres undefined) | -10% | 58 | 17% | -4% | 1% | -7%
Cc1cnc(C(=O)Nc2ccc(F)c(F)c2)cn1 | 6% | 59 | 13% | -5% | 0% | -10%
COc1ccc(S(=O)(=O)N2CCCN(C)CC2)cc1 | 40µM* | 23 | 1% | 22% | 1% | -12%
CC(C)(C)c1ccc(C(=O)N/N=C/c2cccc(Cl)c2)cc1 | -3% | -38 | -11% | 7.1µM* | 2% | -31%
CC(=O)Nc1sc2c(c1C(c1cccc(Cl)c1)N1CCN(CCO)CC1)CCCC2 (centres undefined) | ? | ? | 0% | 0% | 3% | 191%[activator]
Cc1sc2nc(CN(Cc3cccs3)C(=O)C3CC3)[nH]c(=O)c2c1C | 0% | 1 | -10% | ? | ? | -17%
CCCNC(=O)C1CC(=O)N(c2ccc(OCC(=O)Nc3cccc(C)c3C)cc2)C1 (centres undefined) | -4% | 15 | 9% | 18% | ? | 0%
COc1cc(C(=O)NC2CCCCC2)ccc1OC1CCN(C(C)=O)CC1 | 2% | 37 | 9% | 9% | ? | -21%
COC(=O)C1=C(CS(=O)(=O)c2ccc(C)cc2C)NC(=O)NC1c1ccc(C)cc1 (centres undefined) | -25% | -21 | . | . | -2% | .
CC(C)CCNC(=O)CN(CCCN1CCOCC1)C(=O)Cn1nnc(-c2ccc(F)cc2)n1 | 5%[11.4 µM] | 5 | 6% | . | -13% | 100%[activator]
Cc1cc(C)cc(N(CC(=O)NC2CCCCC2)C(=O)c2csnn2)c1 | 5% | -5 | . | ? | 5% | -3%
COc1ccc(OCc2nnc(SCC(=O)NCc3ccco3)o2)cc1 | 1% | -9 | -4% | 18% | ? | -17%
COc1ccc(Nc2cc(C)c3ccccc3n2)cc1 | 8% | 57 | -25% | ? | 6% | -44%
O=C1C2C3C=CC(CO)(O3)C2C(=O)N1c1ccc(-c2ccccc2)cc1 (centres undefined) | 0.5µM* | . | -11% | . | -17% | -4%
O=C(NCc1csc(-c2cccs2)n1)Nc1cccc(Cl)c1 | 5% | -14 | -1% | 8% | 2% | -42%
Cc1ccsc1C(=O)NNC(=O)c1csc(N2CCOCC2)n1 | 1% | -5 | . | -2% | -17% | -6%
Cc1nnsc1C(=O)NC(C)C12CC3CC(CC(C3)C1)C2 (centres undefined) | -13% | 16 | 4% | -5% | -10% | 0%

More compounds follow:
SMILES | Sm TGR inh | HCMV inh | FBPA Giardia inh | HCV inh | AmpC detergent | AmpC inh no detg
CN(C)c1ccc(-c2cc(O)c3ncccc3c2)cc1 | 3%&-19% | -97* | . | . | ? | -25%&-43%
COc1cccc(Nc2nc3ccccc3n3nnnc23)c1 | 4% | 8 | -2% | -24% | ? | -18%
Cn1nnc2cc(C(=O)Nc3ccc4ccccc4c3)ccc21 | . | 81 | 0% | ? | -10% | -15%
CSc1nccc(Oc2cncc(Cl)c2)n1 | -3% | ? | -5% | 7% | -4% | -37%
CC1=CC2(O)OCCN(CCO)C2=CC1=O (centres undefined) | 20µM* | ? | ? | 0% | -5% | -18%
O=C1CC(c2ccc(F)cc2)SC(N(c2ccccc2)c2ccccc2)=N1 (centres undefined) | -10% | ? | 21% | -2% | ? | 0%
CC(C)n1ncc2c(C(=O)N3CCN(c4ccccc4)CC3)cc(-c3ccccc3)nc21 | -8% | -9 | . | ? | -2% | -6%
Cc1n[nH]c(=S)n1/N=C/c1ccccc1 | 0% | 15 | -17% | 12% | 1% | -9%
Cc1c(NS(=O)(=O)c2ccc(C(C)(C)C)cc2)c(=O)n(-c2ccccc2)n1C | -1% | 4 | . | . | 1% | .
O=C(C1CCCCC1)N1CCN(c2nc(-c3ccc(F)cc3)cs2)CC1 | 1% | -60* | 2% | ? | 0% | -10%
CCN(CC(=O)NCc1ccc(F)cc1)C(=O)Cc1c(F)cccc1Cl | 2% | -12 | 1% | -14% | 5% | -5%
N#Cc1c(NC(=O)Cn2c(=O)oc3ccccc32)oc(-c2ccccc2)c1-c1ccccc1 | 0% | 32 | 17% | -1% | -8% | -54%

Laid out differently: entries from further up.
Cn1nnc2cc(C(=O)Nc3ccc4ccccc4c3)ccc21
  Sm TGR inh = .; HCMV inh = 81; FBPA Giardia inh = 0%; HCV inh = ?; AmpC detergent = -10%; AmpC inh no detg = -15%
CSc1nccc(Oc2cncc(Cl)c2)n1
  Sm TGR inh = -3%; HCMV inh = ?; FBPA Giardia inh = -5%; HCV inh = 7%; AmpC detergent = -4%; AmpC inh no detg = -37%
CC1=CC2(O)OCCN(CCO)C2=CC1=O (centres undefined)
  Sm TGR inh = 20µM*; HCMV inh = ?; FBPA Giardia inh = ?; HCV inh = 0%; AmpC detergent = -5%; AmpC inh no detg = -18%
O=C1CC(c2ccc(F)cc2)SC(N(c2ccccc2)c2ccccc2)=N1 (centres undefined)
  Sm TGR inh = -10%; HCMV inh = ?; FBPA Giardia inh = 21%; HCV inh = -2%; AmpC detergent = ?; AmpC inh no detg = 0%
